All columns: NCI-60 one-dose screen, growth in % after 48 h at 10 µM unless noted; 100 = growth as untreated, 0 = no growth, -100 = all killed.
MALME-3M: MALME-3M melanoma | 78,000 compounds, 5.8% hits
SK-MEL-2: SK-MEL-2 melanoma. AID 1794763. 77,000 compounds, 4.7% hits
SK-MEL-28: SK-MEL-28 melanoma | 81,000 compounds, 4.1% hits | AID 1794761
T-47D: T-47D breast cancer; 79,000 compounds, 5% hits; AID 1794792
HS 578T: HS 578T breast cancer; 78,000 compounds, 4.1% hits; AID 1794788
UACC-257: UACC-257 melanoma | 78,000 compounds, 4.4% hits | AID 1794764
LOX IMVI: LOX IMVI melanoma; 79,000 compounds, 7.4% hits; AID 1794757
SK-MEL-5: SK-MEL-5 melanoma | AID 1794755 | 80,000 compounds, 6.4% hits
The depositor's hits bear a star; nt = not tested or not shown; & = joins results of further samples; [ ] = remark or other dose. The calls were made as follows: active = growth percent below 10; inactive = the rest.

Sequence of screens: MALME-3M | SK-MEL-2 | SK-MEL-28 | T-47D | HS 578T | UACC-257 | LOX IMVI | SK-MEL-5
O=C1/C(=C/c2cc(C(F)(F)F)ccc2Cl)Cc2cc3c(cc21)OCO3
 : 81 | 77 | 90 | 76 | 93 | 91 | 65 | 92
O=c1oc(-c2ccc(Cl)cc2)nc2cc(Cl)ccc12
 : 96 | 107 | 100 | 96 | 92 | 97 | 95 | 89
COc1ccc(-c2ccc(C)n2-c2ccc(-c3nc4cc(Cl)ccc4s3)cc2)cc1
 : 102 | nt | 125 | 67 | 103 | 107 | 96 | 98
CCOC(=O)c1c(C)nc2c(c1N)/C(=C/c1cccs1)C(=O)N2Cc1ccccc1
 : 85 | 60 | 90 | 43 | 93 | 74 | 36 | 84
Cc1cn(-c2cc(NC(=O)c3cncc(C#Cc4cnc5ccc(OCCCS(C)(=O)=O)nn45)c3)cc(C(F)(F)F)c2)cn1
 : 12 | nt | 32 | 31 | -3.2* | 64 | 9.3* | 2.8*
CC(=O)NS(=O)(=O)c1ccc(NC(=O)c2ccccc2C(=O)O)cc1
 : 106&97&111 | 90&96&96 | 107&107&96 | 97&105&88 | 116&112 | 100&91 | 112&95&85 | 104&102&93
COc1cc(-c2nn3c(/C=C4/C(=O)Nc5ccccc54)c(-c4ccc(C)cc4)nc3s2)cc(OC)c1OC
 : -24* | 66 | 29 | 64 | -19* | 34 | 44 | 12
COC1=CC(c2ccc[nH]2)=N/C1=C\c1[nH]c(C)c(C(=O)CCCCCCCCC(=O)O[C@H]2CC[C@H]3C4CCc5cc(O)ccc5C4CC[C@]23C)c1C (stereo not given in full)
 : 41 | nt | 34 | 30 | 11 | 49 | -44* | -83*
NC(=S)N/N=C/Cc1ccccc1
 : 119 | 106 | 109 | 49 | 103 | 60 | 73 | 107
COc1ccc(F)cc1/C=C/C(=O)/C=C(/C=C/c1cc(F)ccc1OC)OB(F)F
 : 5.7* | 84 | 48 | 36 | 20 | 49 | 3.9* | 54
COc1cc(C(C)O)ccc1OC(=O)c1ccccc1 (stereo not given)
 : 120 | 108 | 120 | 110 | 94 | 113 | 104 | 113
O=c1c(-c2nc3ccccc3[nH]2)cc2ccccc2n1Cc1cn(Cc2ccccc2Cl)nn1
 : 5.5* | 94 | 1.9* | 66 | 19 | 57 | 13 | 0.0*
O=C(Nc1ccc(Cl)c(Cl)c1)Nc1n[nH]c(-c2ccccc2)n1
 : 110 | 91 | 109 | 97 | 110 | 101 | 99 | 103
COc1ccc(-c2cc(-c3cccs3)c(C#N)c(=O)[nH]2)c(OC)c1
 : 84 | 100 | 87 | 82 | 86 | 107 | 95 | 75
CC(=O)c1c(C)n(-c2ccc3c(c2)OCO3)c2c1c(-c1ccccn1)nc1ccccc12
 : 101 | 98 | 102 | 82 | 91 | 107 | 94 | 89

Single values from the entries so far.
Result for CC(=O)c1c(C)n(-c2ccc3c(c2)OCO3)c2c1c(-c1ccccn1)nc1ccccc12 in SK-MEL-28: 102
Result for CC(=O)NS(=O)(=O)c1ccc(NC(=O)c2ccccc2C(=O)O)cc1 in HS 578T: 116&112
Result for COc1ccc(-c2ccc(C)n2-c2ccc(-c3nc4cc(Cl)ccc4s3)cc2)cc1 in UACC-257: 107

Back to the main list, repeating the 2 entries before the break.
Sequence of screens: MALME-3M | SK-MEL-2 | SK-MEL-28 | T-47D | HS 578T | UACC-257 | LOX IMVI | SK-MEL-5
COc1ccc(-c2cc(-c3cccs3)c(C#N)c(=O)[nH]2)c(OC)c1
 : 84 | 100 | 87 | 82 | 86 | 107 | 95 | 75
CC(=O)c1c(C)n(-c2ccc3c(c2)OCO3)c2c1c(-c1ccccn1)nc1ccccc12
 : 101 | 98 | 102 | 82 | 91 | 107 | 94 | 89
CO/N=C(/C(=O)NC1C(=O)N2C(C(=O)OC(C)OC(C)=O)=C(COC(N)=O)CSC12)c1ccco1 (stereo not given)
 : 102 | 108 | 113 | 105 | 101 | 97 | 96 | nt
CCN=C1C=CC(=C(c2ccc(N)cc2)c2ccc(N(CC)CC)c(C)c2)C=C1
 : -31* | -15* | -19* | 1.1* | -25* | -0.9* | -56* | nt
O=C(CNc1nnc(-c2ccc(Cl)cc2)o1)Nc1ccc(-c2nc3ccccc3s2)cc1
 : 89 | nt | 117 | 80 | 97 | 103 | -43* | 92
C#CC1(OCC(O)CO)CCCCC1 (stereo not given)
 : 86 | 133 | 98 | 106 | 110 | 107 | 108 | 119
Cc1c(Cl)cccc1NC(=O)c1sc2nc3c(cc2c1N)CCCCC3
 : 69 | 48 | 73 | 44 | 38 | 67 | 42 | 46
FC(F)(F)c1cc(-c2nnc3n2NC(=NC2CCCC2)CS3)cc(C(F)(F)F)c1
 : 135 | 113 | 119 | 95 | 105 | 117 | 100 | 96
Nc1ccn(C2CCCCO2)c(=O)n1 (stereo not given)
 : nt | 103 | 115 | 104 | 94 | 102 | 97 | 110
CCCCc1ccc(C(N)=O)nc1
 : 108 | 96 | -97* | 101 | -48* | 98 | 89 | 101
CC[C@@H]1C(=O)N(C)c2cnc(Nc3ccc(C(=O)NC4CCN(C)CC4)cc3OC)nc2N1C1CCCC1
 : -16* | nt | 34 | -7.5* | nt | -9.3* | -74* | -81*
CCC(Br)C(=O)Nc1ccccc1C (stereo not given)
 : 100 | 102 | 105 | 89 | 95 | nt | 65 | 100
CCN1C(=O)N(CC)C2Nn3c(s/c(=C4\C(=O)N(C(C)C)c5ccccc54)c3=O)=NC21 (stereo not given)
 : 71 | 73 | 55 | 28 | 60 | 29 | 41 | 41
C[C@]12CC[C@@H]3c4ccc(O)cc4CC[C@H]3[C@@H]1CC[C@@H]2NS(=O)(=O)c1ccc(Cl)cc1
 : 61 | nt | 83 | 43 | 82 | 77 | nt | 59
Cc1ccc2nc(Sc3ncccc3C(=O)O)n(-c3ccccc3)c(=O)c2c1
 : 104 | 120 | 115 | 97 | 102 | 116 | 96 | 99
O=C(Nn1c2c(sc1=Nc1ccccc1)C(=O)c1ccccc1C2=O)c1cc2ccc1CCc1ccc(cc1)CC2
 : -69* | 75 | 92 | 71 | 79 | 62 | 62 | 40
O=c1c(Cc2ccc(F)cc2)cc(-c2ccccc2)nn1Cc1ccccc1
 : 93 | 81 | 91 | 35 | 91 | 69 | 92 | 86
COc1ccc(CC(=O)N2CCc3cc(OC)c(OC)cc3C2O)cc1OC (stereo not given)
 : 94 | 105 | 122 | 99 | 133 | 103 | 95 | 102
COC(=O)c1cc(C(=O)C(Br)Br)n2c1ccc1c3ccccc3ccc12
 : 66 | 104 | 105 | 2.0* | 44 | 80 | 41 | 62
Clc1ccc(-c2nc(CSc3nc4ccccc4s3)no2)cc1
 : 99 | 95 | 102 | 85 | 106 | 116 | 92 | 103
O=P(Nc1ccccc1)(Nc1ccccc1)c1ccccc1
 : 98 | 101 | 107 | 105 | nt | 109 | 100 | 102
COc1cc2c(c(OC)c1OC)C(=O)CC(c1cccc(NC(=O)CN)c1)O2 (stereo not given)
 : 93 | nt | 100 | 91 | 90 | 101 | 101 | 100
O=S(=O)(Nc1ccc(Cl)cc1)c1ccc(-c2cnc(C3CC3)o2)cc1
 : 46 | 40 | 61 | 23 | 4.3* | 56 | 50 | 15
O=C(O)c1ccc(Nc2ncnc3c2cnn3-c2cccc(Br)c2)cc1
 : 96 | 103 | 109 | 98 | 96 | 99 | 92 | 100
CC(C)(C)c1cc(C(=O)Nc2cc3ccccc3cc2C(=O)NCCN)cc(C(C)(C)C)c1
 : -38* | -49* | -81* | -69* | -37* | -36* | -90* | -40*
CC(=O)Nc1cccc([N+](=O)[O-])c1
 : 97 | 96 | 108 | nt | 104 | 101 | 99 | 107
Cn1c(NCCc2ccc(O)c(O)c2)nc2c1c(=O)n(Cc1ccc(Br)cc1)c(=O)n2C
 : 81 | 90 | 83 | 53 | 95 | 88 | 88 | 58
C/C(=N\NC(=O)Cn1c(-c2ccc(S(C)(=O)=O)cc2)nc2ccccc21)c1ccc(Cl)cc1
 : 102 | nt | 113 | 81 | nt | 89 | 100 | 92
C/C(=N\NC(=S)N1CCCCC1)c1ccccn1
 : 6.0* | 34 | 37 | 18 | 17 | -2.2* | 13 | -33*
CC(=O)c1c(Nc2ccc(F)c(F)c2F)[nH]c2c(F)cc(F)cc2c1=O
 : -23* | -53* | 4.7* | -14* | 4.1* | -18* | 5.7* | -76*
CCc1cccc(C(C)(C)C)c1NC(=S)NC=C(C#N)C#N
 : 98 | 118 | 107 | 85 | 106 | 106 | 87 | 103
COc1cc(OC)cc(-c2nnc(-c3cc4ccccc4nc3Cl)o2)c1
 : 93 | 97 | 99 | 82 | 86 | 94 | 100 | 101
COc1cc(/C=C2\C(=O)N(c3cccc(Cl)c3)N=C2C)cc(OC)c1O
 : 100 | 90 | 114 | 80 | 99 | 99 | 95 | 84
Clc1cnc(OC2CCNC2)nc1-n1cnc2ccccc21 (stereo not given)
 : 119 | 111 | 111 | 88 | 107 | 114 | 87 | 95
Cc1cc(-c2ccc(N=Nc3cc(S(=O)(=O)O)c4ccccc4c3N)c(C)c2)ccc1N=Nc1cc(S(=O)(=O)O)c2ccccc2c1N
 : 80 | 117 | 108 | 93 | 106 | nt | 95 | 100
CC(C)(C)c1ccc2oc(=O)cc(Cn3cc(CSc4nc5cc(Cl)ccc5o4)nn3)c2c1
 : 99 | 113 | 106 | 84 | 103 | 104 | 97 | 94
COc1ccc(/C=C2\SC(=O)N(CN3CCN(c4cc5c(cc4F)c(=O)c(C(=O)O)cn5C4CC4)CC3)C2=O)cc1
 : 98 | 101 | 112 | nt | 108 | 97 | 80 | 97
CS(=O)(=O)c1ccc(C(=S)Nc2ccc(Cl)c(-c3ccccn3)c2)c(Cl)c1
 : 105 | 102 | 107 | 77 | 87 | 105 | 90 | 93
O=C(/C=C/c1ccccc1)c1cccc(Nc2nc(Nc3ccccc3)nc(Nc3ccccc3)n2)c1
 : 114 | 102 | 105 | 61 | 96 | 109 | 82 | 79
Nc1nc(SCc2ccc(Br)cc2)c2ncn(C3OC(CO)C(O)C3O)c2n1 (stereo not given)
 : nt | 84 | 112 | 86 | 102 | 91 | 102 | 92
CC(=O)/C=C/c1ccc(N(CCO)Cc2ccc(C(C)(C)C)cc2)cc1
 : 85 | 93 | 89 | 60 | 65 | 81 | 62 | 70
CCOC(=O)/C(C#N)=C/c1ccc([N+](=O)[O-])cc1
 : nt | nt | 108 | 104 | 103 | 94 | 98 | 99
O=C1/C(=C2\SC(=S)N(CCc3ccccc3)C2=O)SC(=S)N1CCc1ccccc1
 : 100 | 112 | 97 | 101 | 110 | 100 | nt | 99
CCCCOc1ccc(N2C(=O)C(C)CNC2=S)cc1 (stereo not given)
 : 117 | 106 | 99 | 107 | 96 | 104 | 108 | 94
COc1ccc(CNc2ncnc3c2cnn3C)cc1
 : 94 | 102 | 105 | 91 | 98 | 91 | 94 | 96
c1ccc(C(CN2CCOCC2)c2ccccc2)cc1
 : 86 | 88 | 116 | 86 | 111 | 86 | 94 | 102
CC(C)c1ccc(NC(=O)Cc2ccc(Nc3ncnc4cc(-c5cnn(CCN(C)C)c5)ccc34)cc2)cc1
 : -89*[30 µM] | 66[30 µM] | -82*[30 µM] | -37*[30 µM] | -61*[30 µM] | 55[30 µM] | -65*[30 µM] | nt
COc1cc(C(=O)N2CCN(c3ccccc3)CC2)c2ccccc2n1
 : 55 | 3.6* | 55 | 51 | 27 | 51 | 17 | 17
COc1ccc2cc([C@H](C)C(=O)Oc3cc(C)ccc3C(C)C)ccc2c1
 : 105 | 107 | 106 | 96 | 95 | 105 | 100 | 101
O=CC(CO)OC(C=O)n1ccc(=O)[nH]c1=O (stereo not given)
 : 114 | 114 | 119 | 95 | 119 | 96 | 85 | 102
COc1cc(/C=C\c2cc(/C=C\c3ccc(O)c(OC)c3)n(C(=O)COc3ccc(Cl)cc3Cl)n2)ccc1O
 : 12 | -4.4* | 27 | 15 | 10 | 42 | 3.8* | -13*
CCOC(=O)c1cnn(CC(C)O)c1NC(=O)NCc1cccc(C(F)(F)F)c1 (stereo not given)
 : 100 | 81 | 102 | 96 | 105 | 82 | 95 | 105
O=S1(=O)CCN(Cc2ccncc2)CC1
 : 100 | 107 | 105 | 104 | 98 | 99 | 96 | 101
CSc1nc(=O)n(Cc2ccc(Cl)cc2)c(=O)n1Cc1ccc(C)cc1
 : 94 | 105 | 104 | 87 | 96 | 103 | 89 | 108
CCCCCCCCCCCCCCCCCCCCCCOC(=O)CCC(=O)OCCCCCCCCCCCCCCCCCCCCCC
 : 87 | 101 | 109 | 101 | 103 | nt | 91 | 103
CCCCCCSC(=S)NC1c2ccccc2Oc2ccccc21
 : 111 | 102 | 111 | 94 | 107 | 92 | 107 | 105
C=CCNc1nc(NN2C(=O)c3cccc4cccc(c34)C2=O)nc(N2CCOCC2)n1
 : 78 | 110 | 98 | 106 | 86 | 113 | 106 | 99

Record cards (already shown). Screens in order: MALME-3M	SK-MEL-2	SK-MEL-28	T-47D	HS 578T	UACC-257	LOX IMVI	SK-MEL-5
Profile of O=C1/C(=C2\SC(=S)N(CCc3ccccc3)C2=O)SC(=S)N1CCc1ccccc1 → 100	112	97	101	110	100	nt	99
Profile of CCOC(=O)/C(C#N)=C/c1ccc([N+](=O)[O-])cc1 → nt	nt	108	104	103	94	98	99
Profile of COC1=CC(c2ccc[nH]2)=N/C1=C\c1[nH]c(C)c(C(=O)CCCCCCCCC(=O)O[C@H]2CC[C@H]3C4CCc5cc(O)ccc5C4CC[C@]23C)c1C (stereo not given in full) → 41	nt	34	30	11	49	-44*	-83*
Profile of O=c1c(-c2nc3ccccc3[nH]2)cc2ccccc2n1Cc1cn(Cc2ccccc2Cl)nn1 → 5.5*	94	1.9*	66	19	57	13	0.0*
Profile of COc1cc2c(c(OC)c1OC)C(=O)CC(c1cccc(NC(=O)CN)c1)O2 (stereo not given) → 93	nt	100	91	90	101	101	100

Screening data: PubChem BioAssay, NCI
